Screening results deposited in PubChem by several laboratories.
NS3 helicase inh = HCV NS3 helicase inhibition | NS3 helicase DNA unwinding, Cy5 molecular beacon fluorescence | inhibition, % at 10.9 µM | hit rate 0.56% among 290,000 | AID 1800;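 active means inhibition above the mean of all tested compounds plus 3 SD, set per campaign, cut at about 35% in these data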;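 further: 0% = DMSO wells and 100% = thioflavine S control wells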
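Compound dosing – single dose, 10.9 µM nominal final, DMSO 0.8% final · System – NS3 helicase fragment of HCV · Buffer or medium – MOPS pH 6.5, MgCl2, DTT, Tween20, BSA · Signal – Cy5 beacon fluorescence read at start and 1 h · Also added – annealed dual-labelled DNA beacon duplex, ATP-started · Schedule – 1 h at 25 °C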
MEKK3 PB1 HTS = modulators (inhibitors or enhancers) of MEK5 binding to human MEKK3 PB1 domain; AID 1529; Q99759; bead-based flow cytometry, Alexa488-MEK5 binding to MEKK3; actives lie on both sides; 0 = blocked by unlabeled MEK5, 100 = vehicle; hit rate 1.4% among 290,000; binding response (% of control), % at 10 µM;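 active means binding response more than 3 SD above or below the average of its plate-row segment, actives on both sides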;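 further: Alexa488 bead fluorescence after subtracting the streptavidin-only scavenger bead signal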
Target sequence (Q99759 whole entry, looked up, the tested form may be a part): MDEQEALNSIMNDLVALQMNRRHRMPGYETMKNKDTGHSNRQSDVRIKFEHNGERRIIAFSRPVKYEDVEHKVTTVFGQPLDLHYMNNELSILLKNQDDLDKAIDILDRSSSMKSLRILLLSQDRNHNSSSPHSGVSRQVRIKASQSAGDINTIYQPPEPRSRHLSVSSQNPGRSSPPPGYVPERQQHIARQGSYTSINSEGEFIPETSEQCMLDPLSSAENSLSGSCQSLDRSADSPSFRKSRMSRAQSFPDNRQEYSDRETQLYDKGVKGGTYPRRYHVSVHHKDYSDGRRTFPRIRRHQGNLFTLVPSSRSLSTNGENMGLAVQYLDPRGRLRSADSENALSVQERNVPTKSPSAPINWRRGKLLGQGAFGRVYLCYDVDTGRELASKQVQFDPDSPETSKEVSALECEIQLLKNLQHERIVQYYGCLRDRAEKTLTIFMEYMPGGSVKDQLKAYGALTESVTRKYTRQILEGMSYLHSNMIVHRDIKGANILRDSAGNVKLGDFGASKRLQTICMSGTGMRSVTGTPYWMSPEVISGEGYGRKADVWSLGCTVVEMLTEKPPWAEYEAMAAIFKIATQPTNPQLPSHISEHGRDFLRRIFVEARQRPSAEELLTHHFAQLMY
SUMO HTRF inh = blocks human SUMOylation mediated by UBC9. HTRF SUMOylation assay, SAE1/SAE2 + UBC9, in vitro. inhibition, % at 35 µM. hit rate 0.36% among 290,000; in the data active means inhibition above about 50%, passing the limit was not always enough; further: strong numbers were not always called active
Target sequence (P63279 whole entry, looked up): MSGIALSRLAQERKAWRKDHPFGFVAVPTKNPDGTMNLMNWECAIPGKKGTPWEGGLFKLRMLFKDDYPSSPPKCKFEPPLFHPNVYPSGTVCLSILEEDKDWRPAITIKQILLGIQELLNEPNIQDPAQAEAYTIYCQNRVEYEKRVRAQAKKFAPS
DNA FID counter = displaces DNA intercalator in HCV helicase counter-screen; DNA fluorescent intercalator displacement, fluorescence; inhibition, % at 7.9 µM; hit rate 0.17% among 290,000; in the data active means inhibition above about 37%;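 further: 0% = vehicle and 100% = reference compound; higher means more ethidium bromide displaced from hairpin DNA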
IDE act = activators of human insulin-degrading enzyme in cells; hit rate 0.073% among 340,000; activation, % at 5.96 µM; AID 493087; P14735; HEK cells, FAbeta-B cleavage, fluorescence polarization; 0% vehicle, 100% cell-free pure enzyme wells;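 active means activation above the mean of all tested compounds plus 3 SD, set per screening campaign, cut at about 17% in these data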
pCIP destab = lowers stability of the mouse p/CIP coactivator protein; Q05BA5; F442A p/CIP-EGFP cells, EGFP fluorescence, 16 h; decrease of EGFP signal, % at 10 µM; hit rate 0.01% among 290,000;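 active means EGFP signal decrease of at least 30% at 10 µM or well 3 SD below plate mean, unless failing retest; inactive means the rest, including hits failing retest or dose response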; further: some compounds called inactive have numbers as strong as hits; many of its hits are not listed in these tables
VIM-2 inhibitor = blocks Pseudomonas aeruginosa VIM-2 metallo-beta-lactamase; purified VIM-2, nitrocefin hydrolysis, epi-absorbance fluorescence; inhibition, % at 5.6 µM; hit rate 0.89% among 290,000;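 active means inhibition above the mean of all tested compounds plus 3 SD, cutoff set per screening run, cut at about 7.5% in these data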;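 further: red hydrolysis product quenches plate fluorescence so inhibitors raise well fluorescence; 0% = enzyme with DMSO and 100% = DMSO without enzyme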
IMP-1 inh = blocks Pseudomonas aeruginosa IMP-1 metallo-beta-lactamase. hit rate 0.45% among 290,000. inhibition, % at 5.6 µM. purified IMP-1, nitrocefin hydrolysis, epi-absorbance fluorescence;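 active means inhibition above the mean plus 3 SD of all compounds in the same screening run, cut at about 4.5% in these data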;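 further: 0% = IMP-1 with DMSO and 100% = DMSO wells lacking enzyme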
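System: Purified IMP-1 | Read-out basis: Percent enzyme inhibition | Controls: IMP-1 with DMSO as 0%, enzyme-free DMSO as 100% | Replicates: One well per compound | Doses: 5.6 µM nominal single concentration | Detection: Epi-absorbance fluorescence, 480 nm excitation, 530 nm emission | Incubation: 25 °C, 15 min preincubation, 25 min reaction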
PHOSPHO1 block = inhibitors of human PHOSPHO1 phosphatase; Q8TCT1; hit rate 1.1% among 290,000; inhibition, % at 13.3 µM; recombinant PHOSPHO1, absorbance phosphatase assay; AID 1565; in the data active means inhibition above about 60%
Target sequence (Q8TCT1 whole entry, looked up): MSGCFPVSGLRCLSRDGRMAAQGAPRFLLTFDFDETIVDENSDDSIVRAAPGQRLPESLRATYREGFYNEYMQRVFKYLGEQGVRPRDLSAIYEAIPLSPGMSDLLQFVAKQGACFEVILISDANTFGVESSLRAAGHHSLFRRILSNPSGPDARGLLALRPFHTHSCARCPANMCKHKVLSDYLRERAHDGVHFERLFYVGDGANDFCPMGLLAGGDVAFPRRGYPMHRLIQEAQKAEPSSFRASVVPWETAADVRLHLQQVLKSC
* hit, by the source's call; / = no result given; [ ] = remark or other dose. This is a subset. The share of hits here may be higher or lower than overall.

Each structure is followed by: NS3 helicase inh | MEKK3 PB1 HTS | SUMO HTRF inh | DNA FID counter | IDE act | pCIP destab | VIM-2 inhibitor | IMP-1 inh | PHOSPHO1 block
- CCC(C)c1ccc(NC(=O)CC(C)=O)cc1 (stereo unspecified)
    1 | 101 | -5 | -3 | 0 | -25 | -3.0 | -3.2 | -6
- CCCOc1ccc(C(=O)CCNc2ccc(C)c(Cl)c2)cc1
    -3 | 99 | 8 | 2 | 2 | -8 | -3.4 | -2.9 | 24
- CC(=O)Nc1ccc(-n2nnnc2SCC(=O)NC2CCCC2)cc1
    2 | 100 | -12 | -8 | 3 | -2 | -4.5 | -2.5 | 16
- COC(Cn1c2c(c3cc(C)ccc31)CCCC2NCc1ccccc1)OC (stereo unspecified)
    -17 | 107 | 0 | 7 | / | -6 | -2.4 | -4.0 | 20
- Cc1ccccc1CSc1nc2c(c(=O)[nH]1)CCCC2
    -12 | / | 5 | -9 | / | 17 | -3.3 | -0.8 | 11
- CC1C(=O)NN=C1C(=O)N/N=C/c1cccs1 (stereo unspecified)
    -6 | 94 | 2 | -3 | 3 | -23 | 0.2 | -1.8 | 10
- COC(=O)C1=C(C)N(c2cc(C)cc(C)c2)/C(=C/c2ccco2)C1=O
    5 | 109 | 12 | -17 | 2 | -11 | -0.3 | -3.9 | 4
- Cc1cc(C)c(NC(=O)CS(=O)CC(=O)NCCN2CCCCCC2)c(C)c1 (stereo unspecified)
    -7 | 100 | 8 | -2 | 5 | -25 | -2.1 | -2.2 | 35
- CCCc1ccc(NC(=O)C2CCN(c3cnccn3)CC2)cc1
    3 | 102 | 11 | -27 | -3 | -5 | -0.6 | -0.9 | 19
- O=C(Cn1cc(C(F)(F)F)ccc1=O)N/N=C/c1ccc(Cl)cc1Cl
    -3 | 109 | 6 | -8 | 6 | 4 | -0.5 | -1.3 | -13

Entries from the list above containing a halogen, in the order listed:
Each structure is followed by: NS3 helicase inh | MEKK3 PB1 HTS | SUMO HTRF inh | DNA FID counter | IDE act | pCIP destab | VIM-2 inhibitor | IMP-1 inh | PHOSPHO1 block
- CCCOc1ccc(C(=O)CCNc2ccc(C)c(Cl)c2)cc1
    -3 | 99 | 8 | 2 | 2 | -8 | -3.4 | -2.9 | 24
- O=C(Cn1cc(C(F)(F)F)ccc1=O)N/N=C/c1ccc(Cl)cc1Cl
    -3 | 109 | 6 | -8 | 6 | 4 | -0.5 | -1.3 | -13

Structures listed so far containing an aryl thioether with sulfur outside any ring:
Each structure is followed by: NS3 helicase inh | MEKK3 PB1 HTS | SUMO HTRF inh | DNA FID counter | IDE act | pCIP destab | VIM-2 inhibitor | IMP-1 inh | PHOSPHO1 block
- CC(=O)Nc1ccc(-n2nnnc2SCC(=O)NC2CCCC2)cc1
    2 | 100 | -12 | -8 | 3 | -2 | -4.5 | -2.5 | 16
- Cc1ccccc1CSc1nc2c(c(=O)[nH]1)CCCC2
    -12 | / | 5 | -9 | / | 17 | -3.3 | -0.8 | 11

(cont.)
Each structure is followed by: NS3 helicase inh | MEKK3 PB1 HTS | SUMO HTRF inh | DNA FID counter | IDE act | pCIP destab | VIM-2 inhibitor | IMP-1 inh | PHOSPHO1 block
- CCCN1CCN(CCNC(=O)Nc2ccccc2Cl)CC1
    13 | 99 | -10 | -2 | 4 | -10 | -2.7 | -2.8 | 28
- O=S(=O)(N/N=C\C=C\c1ccccc1)c1ccc(Cl)cc1
    2 | 106 | 24 | 1 | -3 | 2 | -3.8 | -3.1 | 24
- CCCn1nnc(NC(=S)NC(=O)CC)n1
    -3 | 107 | 19 | -2 | 2 | -8 | -3.9 | -6.6 | 60*
- Cn1c(C(=O)N2CCCc3ccccc32)cc2c(=O)n3ccccc3nc21
    -3 | / | 1 | -3 | / | -6 | -3.1 | -2.0 | 5
- O=C1C(Cl)=C(NC2CCCCC2)C(=O)N1Cc1ccccc1
    4 | 91 | -8 | -7 | 6 | 7 | -2.5 | -3.7 | -4
- O=C(NCC1COc2ccccc2O1)C1CCCN(S(=O)(=O)c2cccc3cccnc23)C1 (stereo unspecified)
    -7 | 99 | 14 | -23 | 1 | -29 | -0.8 | -2.9 | 33
- CCCS(=O)(=O)c1nc(S(=O)(=O)c2ccc(C)cc2)c(N2CCN(CCO)CC2)s1
    13 | 101 | / | 1 | 5 | -16 | -2.0 | -0.3 | 30
- OC1(c2ccc(Br)cc2)CN(c2ccccc2)C2=[N+]1CCS2 (stereo unspecified)
    1 | 99 | -10 | -2 | 6 | -3 | -3.1 | -2.7 | 4
- COc1ccc(Cl)cc1NC(=O)CN(C)CC(=O)Nc1ccccc1N1CCOCC1
    1 | 97 | 0 | -28 | 1 | 10 | -1.9 | -3.4 | 9
- CN(C(=O)COc1cc(=O)n(C)c2ccccc12)c1cccc(Cl)c1
    1 | 99 | -8 | -34 | 4 | 7 | 1.3 | -1.6 | 11

3 compounds drawn at random from those above:
Each structure is followed by: NS3 helicase inh | MEKK3 PB1 HTS | SUMO HTRF inh | DNA FID counter | IDE act | pCIP destab | VIM-2 inhibitor | IMP-1 inh | PHOSPHO1 block
- COC(=O)C1=C(C)N(c2cc(C)cc(C)c2)/C(=C/c2ccco2)C1=O
    5 | 109 | 12 | -17 | 2 | -11 | -0.3 | -3.9 | 4
- CCCOc1ccc(C(=O)CCNc2ccc(C)c(Cl)c2)cc1
    -3 | 99 | 8 | 2 | 2 | -8 | -3.4 | -2.9 | 24
- O=C1C(Cl)=C(NC2CCCCC2)C(=O)N1Cc1ccccc1
    4 | 91 | -8 | -7 | 6 | 7 | -2.5 | -3.7 | -4

(listing goes on)
Each structure is followed by: NS3 helicase inh | MEKK3 PB1 HTS | SUMO HTRF inh | DNA FID counter | IDE act | pCIP destab | VIM-2 inhibitor | IMP-1 inh | PHOSPHO1 block
- CCOCCCNC(=O)Cn1cnc2c(cnn2-c2ccc(OC)cc2)c1=O
    -5 | 106 | 41 | -6 | 4 | 10 | -3.7 | -5.4 | 24
- CSc1nc(-c2cccs2)c(C#N)c(=O)[nH]1
    1 | 95 | 15 | -5 | 0 | -5 | -0.1 | -1.4 | 42
- CC(NC(=O)CNC(=S)N(Cc1cccs1)C1CCCC1)c1ccccc1 (stereo unspecified)
    -16 | 98 | -18 | -30 | -2 | -2 | 0.4 | -0.5 | -7
- Cn1c(=O)[nH]c(=O)c2c1nc(N1CCOCC1)n2CCN1CCOCC1
    -6 | 97 | 8 | -2 | 6 | -2 | -1.9 | -2.5 | 11
- CC1CCN(CCCNc2cc(NCCO)c([N+](=O)[O-])c3nonc23)CC1
    7 | 106 | 21 | 2 | -3 | -6 | -2.1 | -2.8 | 11
- OCC1CCCN(C(=S)Nc2ccc(Oc3ccccc3)cc2)C1 (stereo unspecified)
    2 | 103 | -2 | -11 | 3 | 3 | -1.1 | -0.9 | 50
- CCCCC1CCC(C(=O)OCC(=O)Nc2ccc(S(N)(=O)=O)cc2)CC1 (stereo unspecified)
    -11 | 95 | 9 | -11 | 4 | 5 | -1.9 | -1.9 | -7
- Nc1ccccc1-c1nc2ccccc2[nH]c1=O
    3 | 100 | 12 | -1 | -2 | -57 | -0.6 | -5.0 | 34
- COC(=O)C1=C(C(C)=O)C(c2ccc(C)cc2)n2nnnc2N1 (stereo unspecified)
    24 | 112 | 5 | -5 | 3 | -16 | 1.0 | 0.3 | 19
- Cc1nn(Cc2ccc(Br)cc2)c(C)c1NC(=O)c1nn(C)cc1Cl
    -9 | 100 | 18 | -25 | 4 | -15 | -4.7 | -8.2 | -10
- O=C(COC(=O)c1ccc[nH]c1=O)NC1CCCC1
    7 | 87 | -26 | 2 | 8 | -2 | -6.1 | -3.5 | 6
- CCc1ccc(OCC(=O)NC(=S)Nc2ccc(F)cc2)c(Br)c1
    -3 | 53*[inhibitor] | -7 | 2 | 3 | -6 | -1.7 | -0.1 | 12
- c1ccc(-n2nnc3c(N4CCOCC4)ncnc32)cc1
    -2 | 74*[inhibitor] | 8 | 0 | 2 | -13 | -2.0 | -2.9 | 68*
- COc1ccc(OC(C)C(=O)Nc2cccc([N+](=O)[O-])c2)cc1 (stereo unspecified)
    -7 | 108 | -4 | 5 | 1 | -12 | -0.5 | -2.1 | 10
- O=C1CCCN1c1cc(Cl)cc(Cl)c1
    -9 | 110 | 7 | 0 | 5 | 0 | 2.1 | -2.2 | -47
- O=C(Oc1ccc(C(=S)N2CCOCC2)cc1)c1ccc(F)cc1
    -1 | 101 | 1 | -18 | 1 | 1 | -1.1 | 0.6 | -16
- C/C(CC(=O)Nc1ccc(Cl)cc1Cl)=N\NC(=O)c1cnccn1
    2 | 92 | -1 | -10 | 0 | -11 | -1.8 | -1.2 | 12
- Cc1ccc2c(c1)N=C(c1ccccc1)CC(C(Cl)Cl)=N2
    3 | 87 | 20 | 2 | -6 | 10 | 0.3 | -2.4 | 0
- O=C(c1n[nH]c(=O)c2ccccc12)N1CCN(Cc2ccc3c(c2)OCO3)CC1
    10 | 97 | 23 | -11 | 0 | 0 | -2.6 | -3.6 | 25
- COC(=O)C1(C)NC(=O)c2ccccc2N1 (stereo unspecified)
    -7 | 99 | 3 | 3 | 3 | -2 | -3.2 | -2.8 | -14
- CCN1CCN(c2ccc(S(=O)(=O)N3CCCCC3)cc2NC(=O)c2ccc(F)cc2)CC1
    -15 | 103 | 6 | 12 | 5 | -3 | -1.2 | -1.8 | -7
- O=C(c1ccc(OC2CCN(CCCc3ccccc3)CC2)cc1)N1CCCC1
    -4 | 103 | 7 | 11 | 7 | -5 | -1.1 | -2.8 | 35
- CCCCCCCN1CCC(=O)N([C@H](CO)CC(C)C)CC1
    30 | 104 | -3 | -14 | 1 | -2 | -2.3 | -3.5 | 25
- COc1cc(OC)cc(-c2nnc(SCC(=O)NCc3cccs3)o2)c1
    8 | 109 | 10 | -12 | 2 | -9 | -8.1 | -3.7 | -1
- NS(=O)(=O)c1ccc(NC(=S)N2CCN(Cc3ccc(Cl)c(Cl)c3)CC2)cc1
    -7 | 100 | -10 | 4 | / | -13 | -4.1 | -3.1 | -63
- CN(C)c1nc(N)nc(CSc2ncc(Cl)cc2Cl)n1
    5 | 103 | 21 | -8 | 1 | -9 | -3.2 | -2.3 | -7
- NC(=O)C1CCN(c2ncccc2[N+](=O)[O-])CC1
    2 | 101 | 9 | 1 | 2 | -12 | 0.6 | -0.8 | 22
- O=C(Cn1c(=S)[nH]c2ccccc2c1=O)N1CCc2ccccc2C1
    10 | 104 | -19 | -4 | 6 | -19 | -2.4 | -3.6 | 21
- CCSc1nsc(NC(=O)Nc2cccc(C(C)=O)c2)n1
    39* | 98 | 8 | -6 | -2 | -6 | -2.3 | -1.1 | /
- CCN(CC)c1ccc(/C=N/NC(=O)c2cccc(S(=O)(=O)Nc3ccccc3OC)c2)c(O)c1
    17 | 107 | -22 | -19 | -21 | -12 | -2.3 | -1.9 | -10
- COc1cc(CNCc2ccccc2)ccc1OCC(O)c1ccccc1 (stereo unspecified)
    -24 | 105 | -6 | 5 | 3 | 6 | 0.3 | -1.1 | 32
- COCCNC(=O)C(c1cccs1)N(C(=O)Cn1nnc2ccccc21)c1ccccc1 (stereo unspecified)
    -1 | 101 | -9 | -15 | -5 | 8 | -2.3 | -1.4 | 3
